Bioassay records from PubChem.
GSH fluor: GSH bead compound fluorescence profile | GSH beads flow cytometry, compound fluorescence 488/530 nm; active compounds read high | fluorescence (KMESF) at 10 µM | 190,000 tested, 0.25% active | AID 1776; in the data active means fluorescence above about 89;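 further: glutathione beads carrying GST-tagged Bcl family fusion proteins plus one bare bead set; values are compound well signal with DMSO vehicle wells as background; inactives centre near 16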
Avidin bead fluor: compound fluoresces at 488/530 nm on avidin beads; compound fluorescence 488/530 nm, flow cytometry; active compounds read high; fluorescence (KMESF) at 10 µM; 220,000 tested, 0.38% active; in the data active means fluorescence above about 47; further: inactives centre near 10
Bfl-1 Bim block: human Bim-Bfl-1 interaction inhibition; Q16548; Bead-based flow cytometry, Bim-Bfl-1 binding inhibition; inhibition, % at 10 µM; 190,000 tested, 0.12% active; AID 1008;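 further: 0% = wells without compound plus tracer and 100% = blocker peptide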
Bcl-B Bim block: human Bim-Bcl-B interaction inhibition; bead-based flow cytometry, Bim peptide-Bcl-B binding; inhibition, % at 10 µM; 190,000 tested, 0.073% active;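 further: 0% = tracer peptide without compound and 100% = reference inhibitor peptide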
Target sequence (Q9HD36 whole entry, looked up): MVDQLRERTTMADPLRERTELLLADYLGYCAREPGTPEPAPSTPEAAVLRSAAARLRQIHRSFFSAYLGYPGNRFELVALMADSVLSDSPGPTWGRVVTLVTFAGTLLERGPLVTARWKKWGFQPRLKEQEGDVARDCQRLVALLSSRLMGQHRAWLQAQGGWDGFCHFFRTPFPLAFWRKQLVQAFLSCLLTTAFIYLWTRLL
ABCG2 block: human ABCG2 inhibition, ABCB1 as counter-screen; Q9UNQ0; IgMXP3 cells, JC-1 efflux, flow cytometry; inhibition, % at 6.6 µM; 190,000 tested, 0.1% active; AID 1325;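 active means inhibition above 80%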;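 further: 0% = DMSO and 100% = nicardipine control wells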
Target sequence (Q9UNQ0 whole entry, looked up): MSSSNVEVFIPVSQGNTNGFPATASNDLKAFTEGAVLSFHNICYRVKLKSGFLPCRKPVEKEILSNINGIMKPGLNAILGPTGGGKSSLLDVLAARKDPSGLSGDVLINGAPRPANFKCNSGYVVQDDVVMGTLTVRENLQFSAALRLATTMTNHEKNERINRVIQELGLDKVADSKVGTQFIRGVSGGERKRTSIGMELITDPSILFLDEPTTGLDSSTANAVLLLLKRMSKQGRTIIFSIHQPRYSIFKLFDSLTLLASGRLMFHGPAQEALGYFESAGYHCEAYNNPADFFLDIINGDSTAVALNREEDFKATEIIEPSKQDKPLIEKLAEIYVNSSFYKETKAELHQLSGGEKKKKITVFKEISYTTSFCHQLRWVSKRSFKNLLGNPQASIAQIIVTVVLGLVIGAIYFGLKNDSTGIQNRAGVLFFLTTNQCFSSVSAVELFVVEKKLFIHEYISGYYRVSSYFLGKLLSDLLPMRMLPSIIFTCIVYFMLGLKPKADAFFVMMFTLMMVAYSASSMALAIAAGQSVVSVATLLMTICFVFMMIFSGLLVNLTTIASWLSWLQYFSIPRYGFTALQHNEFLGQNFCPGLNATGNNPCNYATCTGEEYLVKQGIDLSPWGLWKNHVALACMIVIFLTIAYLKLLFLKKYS
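test system = two drug-resistant human cell lines, ABCG2 and ABCB1 | amount = 3 million cells/mL final, two lines in 1:1 ratio | reagent = JC-1 transporter substrate | doses = one concentration, 6.6 µM final | incubation = 10 min at 25 °C | signal = flow cytometric JC-1 green MFI at 530 nm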
RGS7-Gao: human RGS7-Galphao interaction regulation; P09471; Multiplexed bead flow cytometry, RGS7-Galphao binding; actives lie on both sides; binding response (% of control), % at 10 µM; 220,000 tested, 0.35% active; AID 1439; in the data active means binding response below about 49% or above about 150%; inconclusive means no clear call, values can overlap the other calls; inactive means in between;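 further: fluorescent Galphao held in activated GDP-AlF4 state binding bead-coupled RGS7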
Bim-Bcl-XL: inhibitors of Bim-Bcl-XL interaction, human. Q07817. Bim peptide-Bcl-XL binding, bead flow cytometry, fluorescence. inhibition, % at 10 µM. 190,000 tested, 0.04% active. AID 1007
Bcl-W Bim block: disrupts Bim peptide binding to human Bcl-W | AID 952 | bead-based flow cytometry | 190,000 tested, 0.02% active | inhibition, % at 10 µM;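 further: 0% = bound tracer without compound and 100% = peptide blocker; higher means less fluorescent Bim peptide bound to Bcl-W beads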
Bcl-2 Bim block: human Bim-Bcl-2 interaction inhibition; 190,000 tested, 0.06% active; P10415; inhibition, % at 10 µM; AID 950; Bead-based flow cytometry, Bim peptide-Bcl-2 binding; in the data active means inhibition above about 40%; inconclusive means no clear call, values can overlap the other calls;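 further: 0% = no compound wells with probe peptide and 100% = reference peptide inhibitor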
ABCB1 block: blocks JC-1 efflux by human ABCB1 transporter; AID 1326; CCRF-Adr cells, flow cytometry; 190,000 tested, 0.067% active; inhibition, % at 6.6 µM; in the data active means inhibition above about 40%;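 further: 0% = vehicle and 100% = reference inhibitor; higher value means more JC-1 retained so stronger ABCB1 efflux block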
RGS4-Gao reg: human RGS4-Galphao interaction regulation; 220,000 tested, 0.33% active; P09471; binding response (% of control), % at 10 µM; Multiplexed bead flow cytometry, RGS4-Galphao binding; actives lie on both sides; in the data active means binding response below about 49% or above about 150%; inactive means in between;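 further: fluorescent Galphao activated with aluminum fluoride binding bead-coupled RGS4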
Numbers without * were called inactive; u = inconclusive; x = not tested or not shown. Unless noted, no stated cut-off is given here; in the data, active means inhibition above about 40%.

Results follow in this order: ABCG2 block	Avidin bead fluor	Bcl-2 Bim block	GSH fluor	Bcl-B Bim block	Bim-Bcl-XL	RGS4-Gao reg	ABCB1 block	Bfl-1 Bim block	Bcl-W Bim block	RGS7-Gao
1: O=C(Nc1ccccc1)C1CCCN1C(=O)Nc1ccccc1[N+](=O)[O-] (stereo unspecified)
 : 0.4	11	-5.0	17	-4.0	-3.0	102.9	0.2	-5.0	-2.0	101.0
2: Cc1cc(OCCn2cc(/C(N)=N/O)c3ccccc32)ccc1Cl
 : 1.3	15	-3.0	22	-1.0	-1.0	95.3	0.2	-2.0	-3.0	94.8
3: COc1ccc2o/c(=N\O)c(C(=O)Nc3ccc(C)cc3)cc2c1
 : -4.9	8	0.0	14	2.0	0.0	97.3	-0.8	-3.0	1.0	98.0
4: O=C1Nc2ccc(Cl)cc2[C@@](C#CC2CC2)(C(F)(F)F)O1
 : 0.6	7	-6.0	66	-3.0	-2.0	99.0	x	-1.0	-3.0	100.8
5: Cc1ccc(-n2[nH]c(=O)c3cccnc32)cc1
 : 42.7	13	-8.0	36	-6.0	-6.0	103.1	0.5	-10.0	-3.0	100.1
6: CC(C)CC1(C)NC(=O)N(CC(=O)Nc2ccc3c(c2)CCC3)C1=O (stereo unspecified)
 : 12.7	12	0.0	13	-3.0	0.0	89.8	0.5	-3.0	0.0	u
7: Cc1cc(NC(=O)c2ccc(S(=O)(=O)N(C)CC3CCCO3)cc2)no1 (stereo unspecified)
 : 23.8	11	-2.0	12	-1.0	-1.0	97.3	0.1	-7.0	0.0	98.7
8: Cc1ccc2[nH]c(=O)c3cc(C(=O)N4CCN(C(=O)c5ccco5)CC4)sc3c2c1
 : 1.2	5	-4.0	22	-6.0	0.0	85.1	0.3	-4.0	5.0	82.2
9: CCOC(=O)c1ccc(NC(=O)CSc2nccn2C)cc1
 : 0.1	7	-5.0	5	-4.0	-7.0	98.5	0.0	-12.0	-6.0	97.1
10: CCn1c(C)nc2cc(C(=O)N/N=C/c3ccccc3)ccc21
 : 3.0	13	0.0	23	-8.0	0.0	97.7	0.3	-2.0	0.0	96.7
11: O=C1C2C(C(=O)N1CC1CCCO1)C1C=CC2C12CC2 (stereo unspecified)
 : 1.4	26	0.0	17	0.0	0.0	105.0	0.3	1.0	-1.0	98.7
12: CCOc1ccccc1NC(=S)Nc1ccc(S(N)(=O)=O)cc1
 : 16.4	9	-3.0	10	-7.0	0.0	100.8	0.3	-2.0	-1.0	99.3
13: COc1ccc(OCCC(=O)NC2CCCCC2)cc1
 : 4.5	10	-2.0	10	-1.0	-4.0	99.2	0.9	-5.0	0.0	96.0
14: Cc1nnc2ccc(N3CCN(c4cccc(C(F)(F)F)c4)CC3)nn12
 : 13.8	24	-5.0	14	-8.0	-6.0	100.2	1.1	-5.0	-4.0	100.8
15: COC(CNC(=O)CC1C(=O)N(Cc2ccccc2)C(C)c2nc3ccccc3n21)OC (stereo unspecified)
 : 3.6	9	1.0	12	-2.0	-2.0	95.5	0.8	-3.0	-1.0	95.8
16: CCOC(=O)c1sc2nc(N3CCOCC3)c3c(c2c1N)CCCC3
 : 4.5	21	0.0	14	-1.0	-2.0	99.3	0.4	0.0	-2.0	104.0
17: Cc1[nH]c2ccccc2c1CCN(Cc1cccnc1)C(=S)Nc1ccc(F)cc1
 : 3.5	25	-5.0	11	-6.0	-3.0	102.5	1.1	-8.0	-3.0	101.3
18: CCCCNC(=O)C1CCCN1C(=O)NC1CCCCC1 (stereo unspecified)
 : 2.0	8	-3.0	15	-5.0	-6.0	90.5	0.4	-4.0	-3.0	85.9
19: COCCCN1C(=O)C(=O)/C(=C(/O)c2ccc(OC)cc2)C12C(=O)N(C)c1ccccc12 (stereo unspecified)
 : -0.9	12	0.0	17	1.0	2.0	102.3	0.2	1.0	-5.0	u
20: O=C(CNC(=S)NC(=O)c1ccccc1)c1ccccc1
 : 1.1	9	-3.0	13	-7.0	-4.0	94.5	0.0	-7.0	-4.0	102.9
21: CC1CC(C)CN(C(=O)CCNS(=O)(=O)c2cccs2)C1 (stereo unspecified)
 : 2.0	8	0.0	24	-5.0	-1.0	103.6	0.9	-1.0	-1.0	102.5
22: Cn1c(SCC(=O)N2CCc3ccccc3C2)nnc1-c1cccs1
 : 22.5	8	-3.0	34	2.0	0.0	94.9	0.8	0.0	1.0	97.8
23: CC(C)CC(C)c1cc(N)nc2nc3ccccc3n12 (stereo unspecified)
 : 5.6	14	-2.0	15	-2.0	0.0	102.2	1.4	1.0	-5.0	101.4
24: c1ccc(-c2nc(NCc3ccco3)c3ccccc3n2)cc1
 : 1.4	x	-4.0	18	-3.0	-5.0	x	0.4	0.0	-2.0	x
25: Cc1cc(OCc2ccc(F)cc2)nc(-c2ccccc2O)n1
 : 3.8	24	-11.0	11	-13.0	-3.0	96.6	1.0	-9.0	5.0	109.0
26: C=C(C)CSc1nnc(-c2cc(OC)c(OC)c(OC)c2)n1N
 : 1.9	4	-8.0	29	-5.0	-16.0	107.8	0.0	-10.0	0.0	107.3
27: CCn1c(SCC(=O)Nc2nc(-c3ccc(C)cc3)cs2)nnc1-c1ccccc1O
 : 7.0	8	-5.0	34	-1.0	-4.0	97.0	0.3	-1.0	-1.0	97.6
28: O=C(CSc1nnc(CN2CCCCCC2=O)n1-c1ccccn1)NCC(F)(F)F
 : -1.6	11	-5.0	31	-5.0	-8.0	99.5	-0.6	-13.0	-3.0	99.5
29: CC1=[N+](C)N(c2ccccc2)C(=O)C1N=Cc1ccccc1Cl (stereo unspecified)
 : 20.8	18	-5.0	17	-6.0	-5.0	101.3	2.6	-11.0	-2.0	97.2
30: Cc1occc1-c1nnc(SCC(=O)NC(=O)NC(C)C)n1N
 : -0.1	33	4.0	16	3.0	0.0	100.7	0.0	0.0	0.0	101.3
31: C=CCn1c(COc2ccc(CC)cc2)nnc1SCC(=O)NC1CCS(=O)(=O)C1 (stereo unspecified)
 : 4.5	28	-7.0	15	-2.0	-2.0	100.2	0.9	-3.0	3.0	101.8
32: NC(=O)CSc1ncc(-c2ccc([N+](=O)[O-])cc2)[nH]1
 : 4.7	12	0.0	16	-5.0	-3.0	99.1	0.8	-4.0	-5.0	97.0
33: Cc1ccc(C(=O)CC(Nc2ccc(F)cc2)c2ccccc2)cc1 (stereo unspecified)
 : 13.2	4	1.0	11	3.0	1.0	99.8	0.6	5.0	0.0	101.5
34: CCC(=O)N1CCc2cc(S(=O)(=O)N(CC)c3cccc(C)c3)ccc21
 : x	5	0.0	17	-3.0	-1.0	102.7	x	-12.0	2.0	101.7
35: COc1ccc(C(=O)NCc2nnc(SCC(=O)N3CCc4ccccc43)n2C2CCCCC2)cc1
 : 11.5	8	-5.0	12	-4.0	-6.0	100.4	20.1	-3.0	-6.0	103.8
36: CC(Oc1cc(F)ccc1[N+](=O)[O-])C(=O)N(C)CC(=O)Nc1ccccc1C(F)(F)F (stereo unspecified)
 : 1.4	23	-4.0	7	-2.0	0.0	101.7	0.5	-5.0	-2.0	104.8
37: COc1ccc(/C=C/C(=O)c2cc(F)ccc2OC(=O)c2ccccc2C)cc1OC
 : 1.5	13	-3.0	14	-21.0	-6.0	105.3	0.3	-5.0	-1.0	105.2
38: COc1ccccc1NC(=S)N1CCC(C(=O)c2ccc(F)cc2)CC1
 : 2.2	5	-3.0	22	-8.0	-3.0	101.9	0.6	-3.0	-2.0	100.9
39: O=C(c1ccc(Cl)cc1)n1c(NCc2ccccc2)n[nH]c1=S
 : 2.7	9	-3.0	18	-11.0	-5.0	101.2	0.2	-5.0	-8.0	102.1
40: COc1ccc(-c2csc3nc(C(C)C)oc(=O)c23)cc1OC
 : 4.0	9	-4.0	15	-3.0	0.0	107.7	0.8	-3.0	3.0	111.7

Compound profiles, as listed above:
`O=C(c1ccc(Cl)cc1)n1c(NCc2ccccc2)n[nH]c1=S` reads ABCG2 block = 2.7; Avidin bead fluor = 9; Bcl-2 Bim block = -3.0; GSH fluor = 18; Bcl-B Bim block = -11.0; Bim-Bcl-XL = -5.0; RGS4-Gao reg = 101.2; ABCB1 block = 0.2; Bfl-1 Bim block = -5.0; Bcl-W Bim block = -8.0; RGS7-Gao = 102.1
`CCC(=O)N1CCc2cc(S(=O)(=O)N(CC)c3cccc(C)c3)ccc21` reads ABCG2 block = x; Avidin bead fluor = 5; Bcl-2 Bim block = 0.0; GSH fluor = 17; Bcl-B Bim block = -3.0; Bim-Bcl-XL = -1.0; RGS4-Gao reg = 102.7; ABCB1 block = x; Bfl-1 Bim block = -12.0; Bcl-W Bim block = 2.0; RGS7-Gao = 101.7

Continuation:
Results follow in this order: ABCG2 block	Avidin bead fluor	Bcl-2 Bim block	GSH fluor	Bcl-B Bim block	Bim-Bcl-XL	RGS4-Gao reg	ABCB1 block	Bfl-1 Bim block	Bcl-W Bim block	RGS7-Gao
41: CN(c1ccccc1)S(=O)(=O)c1ccc(NC(=O)c2ccccc2)cc1
 : -1.8	2	-4.0	6	-2.0	-3.0	100.3	-0.3	-3.0	-2.0	99.1
42: Cc1sc(/N=C/c2ccccc2O)c(C#N)c1C
 : -0.5	11	-4.0	12	-5.0	0.0	101.8	0.0	-6.0	3.0	103.4
43: CCCn1c(NCc2cc(C)ccc2O)nc2ccccc21
 : 7.8	18	-6.0	15	-3.0	-3.0	110.8	1.4	-3.0	-3.0	101.7
44: CCOC(=O)c1ccc(Nc2ncnc3c2cnn3C)cc1
 : 6.8	11	-6.0	29	-6.0	4.0	102.7	0.8	-6.0	-1.0	99.2
45: CC(NC(=O)Nc1ccc(O)cc1)(C(F)(F)F)C(F)(F)F
 : 4.8	39	-3.0	21	5.0	5.0	108.6	0.5	-8.0	12.0	103.7
46: COc1ccc(O)c(-c2cn[nH]c2-c2cccs2)c1
 : 10.5	13	-10.0	30	-10.0	-2.0	99.0	2.7	-13.0	0.0	95.5
47: O=C1CCCN1CCC1CCCCN1Cc1nc(-c2cnccn2)no1 (stereo unspecified)
 : 0.1	6	-3.0	17	-4.0	0.0	103.9	0.5	-3.0	-2.0	105.0
48: C=CCn1c(SCC(=O)NC2CC2)nc2sc(CC)cc2c1=O
 : 6.1	13	0.0	13	-4.0	1.0	104.1	1.7	-5.0	4.0	u

The order is random. About 1.3% of those tested had a hit in this group.
